# Compound activity as filed in PubChem BioAssay.
# KCNK9 block = blocks the human KCNK9 two-pore domain potassium channel | HEK293 KCNK9, FluxOR thallium flux fluorescence; stronger effect = lower value | B-score at 10 µM | actives 1.2% (n = 310,000) | AID 488922;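 active means ratio B-score over 3 SD below the library mean, with starting fluorescence within 5 SD of its mean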;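 further: negative B-score means less thallium flux so channel inhibition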
# hERG rescue = compounds protecting human hERG from proarrhythmic drug block; Q12809; CHO-hERG, FluxOR thallium flux, dofetilide IC70 present; activation (rescue from dofetilide block), less the hit threshold, % at 10 µM; actives 0.51% (n = 310,000); AID 1511;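 active means activation above the mean of controls blocked by dofetilide plus 5 SD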;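 further: thallium influx through hERG after potassium depolarization seen as dye fluorescence rise; in these data hits start at about 4.7%; inactives centre near -7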
# KCNK3 inh = human KCNK3 channel inhibition, primary screen; O14649; CHO-KCNK3 thallium flux, FluxOR fluorescence; stronger effect = lower value; B-score at 10 µM; actives 0.84% (n = 340,000); AID 602410;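 active means B-score under library mean minus 4 SD, starting fluorescence ratio at most library mean plus 5 SD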;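 further: more negative B-score means stronger inhibition of thallium flux through KCNK3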
# ANO1 block = mouse TMEM16A channel inhibition, primary screen. Q8BHY3. HEK293 TMEM16A/YFP iodide influx fluorescence, ionomycin. normalized B-score (activity score, 25-100; higher = stronger inhibition) at 10 µM. actives 1.2% (n = 310,000);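 active means ratio plate-corrected score three or more library SD toward inhibition, starting fluorescence score within five deviations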;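 further: score derived from kinetic fluorescence span divided by baseline fluorescence per well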
# ANO1 activ = activates or potentiates the mouse TMEM16A chloride channel; HEK293 TMEM16A/YFP-H148Q/I152L, iodide quench fluorescence; stronger effect = lower value; AID 623877; actives 0.3% (n = 340,000); B-score at 10 µM; Q8BHY3;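 active means fluorescence-ratio B-score plate-corrected deviation score at least 3 library SD below zero, with starting fluorescence score within 5 deviations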;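 further: channel opened by trigger with iodide after compound preincubation; score built on the fluorescence ratio of max minus min over baseline; more negative score means more quench and so TMEM16A activation or potentiation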
# MrgX1 agonist = activates human MrgX1 receptor signaling | Q96LB2 | actives 0.44% (n = 310,000) | MrgX1-HEK293 cells, Fluo-4 calcium fluorescence, agonist mode; stronger effect = higher value | B-score at 10 µM;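 active means calcium response B-score plate-corrected fluorescence ratio at least 3 library SD, with starting fluorescence B-score inside 5 SD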
#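 Test system: Stable human MrgX1 HEK293 cell line | Schedule: Overnight plating before 1 h dye loading | Read-out basis: Baseline-normalised fluorescence change ratio, B-scored | Detection: Kinetic calcium dye fluorescence, Fluo-4 NW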
# KCNQ1 block = blocks the human KCNQ1 potassium channel. P51787. CHO-K1 KCNQ1, FluxOR thallium flux fluorescence; stronger effect = higher value. B-score at 10 µM. actives 1.3% (n = 310,000). AID 2642;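 active means compounds whose thallium flux B-score, printed positive for inhibition, exceeds three library SD while starting fluorescence stays within three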;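 further: channel opened by potassium depolarization with thallium stimulus after 20 min compound exposure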
# Target sequence (P51787 whole entry, looked up): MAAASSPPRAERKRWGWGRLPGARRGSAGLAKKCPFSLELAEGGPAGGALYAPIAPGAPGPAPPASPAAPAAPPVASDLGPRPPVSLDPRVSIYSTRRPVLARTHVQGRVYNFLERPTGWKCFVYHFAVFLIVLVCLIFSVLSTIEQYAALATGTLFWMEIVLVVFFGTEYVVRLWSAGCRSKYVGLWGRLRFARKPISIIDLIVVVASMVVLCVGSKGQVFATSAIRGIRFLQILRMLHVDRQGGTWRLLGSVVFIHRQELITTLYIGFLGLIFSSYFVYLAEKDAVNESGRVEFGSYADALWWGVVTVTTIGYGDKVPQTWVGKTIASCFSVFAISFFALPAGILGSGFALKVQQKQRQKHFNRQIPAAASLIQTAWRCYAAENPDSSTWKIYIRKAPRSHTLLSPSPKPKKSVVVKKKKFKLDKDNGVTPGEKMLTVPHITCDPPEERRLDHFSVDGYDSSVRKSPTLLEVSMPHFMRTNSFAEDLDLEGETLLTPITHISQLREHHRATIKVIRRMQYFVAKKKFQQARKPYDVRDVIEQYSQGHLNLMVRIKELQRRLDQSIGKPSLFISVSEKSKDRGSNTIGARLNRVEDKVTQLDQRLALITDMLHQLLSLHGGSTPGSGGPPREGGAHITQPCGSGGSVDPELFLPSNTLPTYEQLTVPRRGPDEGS
# RGS4 pot = RGS4 potentiation or activation. HEK293 M3R/inducible RGS4, carbachol calcium flux Fluo4; stronger effect = lower value. B-score at 10 µM. actives 0.92% (n = 310,000). AID 463111;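 active means B-score of the integrated calcium signal more than 4 SD below the library mean, with starting fluorescence not abnormally high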;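 further: negative B-score means reduced calcium response which marks RGS4 activation or potentiation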
#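 System – HEK293 FlpIn-TREx cells, stable M3R, doxycycline-inducible RGS4 · Reagent – ECmax carbachol challenge · Times – compound preincubation 20 min at room temperature before agonist · Technique – Fluo4 fluorescence kinetic imaging of calcium · Measure – B score of integrated Fluo4 ratio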
# MrgX1 PAM = allosterically activates human MrgX1 receptor signaling; MrgX1-HEK293, Fluo-4 calcium flux, FDSS; stronger effect = higher value; actives 0.63% (n = 310,000); AID 588675; Q96LB2; B-score at 10 µM;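 active means plate-corrected calcium response at least 3 library SD above typical, normal starting fluorescence, not activating the receptor alone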;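 further: compound read alongside a low EC10 to EC30 dose of BAM8-22 agonist; peak minus trough fluorescence over baseline measured at the second addition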
# KCNQ1 act = potentiators or activators of human KCNQ1 potassium channel | AID 2648 | actives 0.35% (n = 310,000) | CHO-K1 KCNQ1, thallium flux FluxOR fluorescence; stronger effect = higher value | B-score at 10 µM;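 active means fluorescence ratio B-score, a plate-corrected score, at least three library SD, with initial intensity B-score within 5 SD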
#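 assay system = KCNQ1-transfected CHO-K1 cells | medium = assay buffer with matched DMSO | probe or stimulus = depolarizing K+/Tl+ stimulus, K2SO4 and Tl2SO4 each 12.5 mM in 5x stock | dosing = single dose | incubation = dye 90 min, compound 20 min, room temperature | detection = kinetic FluxOR fluorescence, 10 s baseline plus 110 s post-stimulus | evaluation = ratio B score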
# RGS4 block = human RGS4 inhibition. HEK293 M3R/RGS4 inducible, Fluo-4 calcium flux; stronger effect = higher value; triggered by carbachol at its EC20. P49798. B-score at 10 µM. actives 0.45% (n = 310,000). AID 463165;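 active means B-score, a plate-corrected calcium signal, over three deviations above library mean, with baseline fluorescence within five deviations of library mean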;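 further: RGS4 expression induced by doxycycline in cells with stable M3 receptor; B-score is computed from the integrated fluorescence ratio over baseline after carbachol; higher B-score means a larger calcium signal and so more RGS4 inhibition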
# Target sequence (P49798 whole entry, looked up): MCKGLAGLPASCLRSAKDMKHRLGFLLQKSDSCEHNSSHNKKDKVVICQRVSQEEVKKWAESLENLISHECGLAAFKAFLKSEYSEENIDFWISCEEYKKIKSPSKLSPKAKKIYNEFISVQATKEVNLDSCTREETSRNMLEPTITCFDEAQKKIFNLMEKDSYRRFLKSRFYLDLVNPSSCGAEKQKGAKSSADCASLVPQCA
# An asterisk follows results filed as active; i = inactive; / = not tested or not shown.
SMILES,KCNK9 block,hERG rescue,KCNK3 inh,ANO1 block,ANO1 activ,MrgX1 agonist,KCNQ1 block,RGS4 pot,MrgX1 PAM,KCNQ1 act,RGS4 block
CCOc1ccc(N(C)S(=O)(=O)c2ccc3[nH]cc(C(=O)NCC4CCCO4)c(=O)c3c2)cc1 (centres undefined),i,-4,i,i,i,i,i,i,i,i,i
Cc1c(NC(=O)CN2CCN(C(c3ccccc3)c3ccccc3)CC2)c(=O)n(-c2ccccc2)n1C,i,-3,i,i,i,i,i,i,i,i,i
CCOC(=O)CSc1c(-c2cccs2)[nH]c2ccccc12,i,-11,i,i,i,i,i,i,i,i,i
CCC(C(=O)OCC(=O)N1C(C)CCCC1C)c1ccccc1 (centres undefined),i,-6,i,i,i,i,i,i,i,i,i
CN(CC(=O)N1CCCCC1)S(=O)(=O)c1cccc2nsnc12,i,-7,i,i,i,i,i,i,i,i,i
CC12CCC(C(=O)Nc3ccccc3Cl)(C(Br)C1=O)C2(C)C (centres undefined),i,-3,i,i,i,i,i,i,i,i,i
Cc1ccccc1NC(=O)C(C)n1c2ccccc2c2nc(=O)cc(C)n21 (centres undefined),i,-7,i,i,i,i,i,i,i,i,i
CCCCc1ccc(NC(=O)CC(C)C)cc1,i,-9,i,i,i,i,i,i,i,i,i
O=C(Cn1cc2c(n1)CCCC2)NC1CCCCCC1,i,-6,i,i,i,i,i,i,i,i,i
COC(=O)Cn1cc(/C=C/c2cc[n+](C)cc2)c2ccccc21,i,-26,i,i,i,i,i,i,i,i,i
Cc1c(O)ccc(/C=N/Nc2ncccc2[N+](=O)[O-])c1O,i,-5,i,i,i,i,i,i,i,i,i
O=C(c1nc2ccc(Cl)cn2c1CNCCc1cnccn1)N1CCCCCCC1,i,-13,i,i,i,i,i,i,i,i,i
O=S(=O)(Nc1ncccn1)c1ccc(NC(=S)Nc2ccc(Cl)cc2)cc1,i,-19,i,i,i,i,i,i,i,i,i
Cc1nc2cc(NCc3ccccc3O)ccc2n1Cc1ccccc1,i,-6,i,i,i,i,8*,i,i,i,i
Cc1nn(-c2ccccc2)c(C)c1C1C(C#N)=C(N)Oc2n[nH]c(C)c21 (centres undefined),i,-13,i,i,i,i,i,i,i,i,i
CC(=O)c1ccc(NC(=O)CNCC(c2ccccc2)N(C)C)cc1 (centres undefined),i,-7,i,i,i,i,i,i,i,i,i
Cc1cc(C)c(C2C(C#N)=C(N)Oc3n[nH]c(C)c32)cc1CN1CCCC1 (centres undefined),i,-14,i,i,i,i,i,i,i,i,i
CC(=O)Nc1ccc(SCC(=O)NCCc2ccc(F)cc2)cc1,i,-7,i,i,i,i,i,i,i,i,i
O=C1/C(=C/c2ccccn2)SC(=S)N1CCc1ccccc1,i,-5,i,i,i,i,i,i,i,i,i
O=C(O)c1cccc(S(=O)(=O)Nc2ccc3c(c2)CCC3)c1,i,0,i,i,i,i,i,i,i,i,i
CCOC(=O)CSc1nnc(CNc2cccc(Cl)c2)n1C,i,-7,i,i,i,i,i,i,i,i,i
COC(=O)Cc1csc(Nc2ccc(F)c(Cl)c2)n1,i,-12,i,i,i,i,i,i,i,i,i
Cc1ccsc1CNC12CC3CC(CC(C3)C1)C2,i,-20,i,i,i,i,i,i,i,i,i
COc1cc(CNc2cccc3[nH]c(C(F)(F)F)nc23)cc(OC)c1,i,-2,i,i,i,i,i,i,i,i,i
COc1ccc([N+](=O)[O-])cc1/C=N/Nc1nn[nH]n1,i,-8,i,i,i,i,i,i,i,i,i
CCn1c(C(=O)N2CCC(C(=O)NCCCSC3CCCCC3)CC2)cc2sccc21,i,-21,-9.3*,i,i,i,i,i,i,i,i
O=C(Nc1nc2ccccc2n1Cc1ccccc1)c1ccc(COc2ccccc2[N+](=O)[O-])o1,i,-1,i,i,i,i,i,i,i,i,i
CC(/C=C/c1ccccc1F)=N\NC(=O)c1ccccc1,i,-7,i,i,i,i,i,i,i,i,i
Cc1ccc(S(=O)(=O)N2CCOCC2)cc1C(=O)N1c2ccccc2Sc2ccccc21,i,-7,i,i,i,i,i,i,i,i,i
CC(C)(C)C1CCc2c(C(=O)NNC(=O)CCCC(=O)O)csc2C1 (centres undefined),i,-1,i,i,i,i,i,i,i,i,i
COC(=O)c1nn(-c2ccc(OC)cc2)c(=O)c2c(N)sc(C)c12,i,1,i,i,i,i,i,i,i,i,i
COc1ccc(/C=N/NC(=O)c2cc(-c3ccccc3)nc3ccccc23)c(C(=O)O)c1OC,i,-3,i,i,i,i,i,i,i,i,i
COc1ccc(CC(=O)NC(=S)Nc2cccc(CO)c2)cc1,i,-5,i,i,i,i,i,i,7.2*,i,i
O=C(CCc1nc(-c2ccccc2F)no1)NCCN1CCc2ccccc2C1,i,-1,i,i,i,i,i,i,i,i,i
NC(=O)CC[C@@H]1NC(=O)[C@H](CO)NC(=O)c2cc([N+](=O)[O-])cc(I)c2NCCCC[C@@H](C(N)=O)NC(=O)[C@H](Cc2ccc(O)cc2)NC1=O,i,-4,/,i,/,i,i,i,i,i,i
O=C(Nc1sc2c(c1C(=O)NCC(O)CO)CCCC2)c1ccccc1 (centres undefined),i,-1,i,i,i,i,i,i,i,i,i
O=C1c2ccccc2C(=O)N1CC(O)CNc1ccc(Br)cc1 (centres undefined),i,-8,i,i,i,i,i,i,i,i,i
CCC(C)(C)NC(=O)C1CCCN(S(=O)(=O)c2ccc3c(c2)CC(C)N3C(=O)C2CC2)C1 (centres undefined),i,-9,i,i,i,i,i,i,i,i,i
C=CCOc1ccc(/C=N\NC(N)=S)cc1,i,-8,i,i,i,i,i,i,i,i,i
CC1(NC(=S)Nc2ccc3ccccc3c2)CCS(=O)(=O)C1 (centres undefined),i,-10,i,i,i,i,i,i,i,i,i
Cc1ccc(-c2noc(-c3ccccc3C(=O)N3CCN(C)CC3)n2)cc1,i,-4,i,i,i,i,i,i,i,i,i
CCc1ccc2c(CN3CCOCC3)cc(=O)oc2c1,i,-3,i,i,i,i,i,i,i,i,i
O=c1c2ccccc2ncn1CCCOc1ccccc1[N+](=O)[O-],i,-10,i,25*,i,i,i,i,i,i,i
O=C(CN1C(=O)COc2ccccc21)Nc1ccccc1F,i,-9,i,i,i,i,i,i,i,i,i
COc1ccc(NC(=O)Cc2nnc(SCC(=O)NC3CCCCC3)n2C)cc1,i,-1,i,i,i,i,i,i,i,i,i
Cc1cc(NC(=O)CSc2nc3ccccc3c(=O)n2Cc2ccccc2)no1,i,-8,i,i,i,i,i,i,i,i,i
CCNc1nc(OCCNS(=O)(=O)c2cc(C)ccc2C)nc(N(C)C)n1,i,-9,i,i,i,i,i,i,i,i,i
CCOC(=O)N1CCN(C(=S)NC(C)(C)C)CC1,i,-13,i,i,i,i,i,i,i,i,i
CCOC(=O)[C@@H]1[C@H]2COc3ccc(Br)cc3[C@@H]2N2C(=O)N(c3ccc(OC)cc3)C(=O)[C@]12C,i,-5,i,i,i,i,i,i,i,i,i
CSc1nc2c(c(=O)[nH]c(=O)n2C)n1Cc1ccc(Cl)cc1,i,-3,i,i,i,i,i,i,i,i,i

# Other compounds:
SMILES,KCNK9 block,hERG rescue,KCNK3 inh,ANO1 block,ANO1 activ,MrgX1 agonist,KCNQ1 block,RGS4 pot,MrgX1 PAM,KCNQ1 act,RGS4 block
CC1(C)CC(CC(=O)Nc2ccccn2)C(=O)O1 (centres undefined),i,-4,i,i,i,i,i,i,i,i,i
O=C(CSc1nc(-c2ccco2)cc(C(F)(F)F)n1)Nc1ccccc1C(F)(F)F,i,-8,i,i,i,i,i,i,i,i,i
O=C(CSc1cccc[n+]1[O-])Nc1ccc2c(c1)OCO2,i,-8,i,i,i,i,i,i,i,i,i
O=C(Nc1ncccn1)c1cccs1,i,-2,i,i,i,i,i,i,i,i,i
CCCCOc1ccc(C(=O)Nc2ccc(S(=O)(=O)Nc3onc(C)c3C)cc2)cc1,i,-9,i,i,i,i,i,i,i,i,i
Cc1ccc(S(=O)(=O)NC2CC2)s1,i,-7,i,i,i,i,i,i,i,i,i
CCOC(=O)c1ccc(NC(=O)c2cccc(S(=O)(=O)N3CCOCC3)c2)cc1,i,-27,i,100*,i,i,i,i,i,i,i
O=C(CSc1ccc2nnc(-c3cccnc3)n2n1)c1ccccc1,i,-18,i,i,i,i,i,i,i,i,i
O=C(OCC(=O)N1CCN(c2ccccc2)CC1)c1cccs1,i,-4,i,i,i,i,i,i,i,i,i
O=C(CCC1CCCC1)N[C@@H](Cc1ccc(O)cc1)C(=O)O,i,-3,i,i,i,i,i,i,i,i,i
CCN1CCN(C(c2cccs2)C(C)NS(=O)(=O)c2ccccc2)CC1 (centres undefined),i,-8,i,i,i,i,i,i,i,i,i
Cc1csc(NC(=O)C2CCC(C)(C(=O)O)C2(C)C)n1 (centres undefined),i,-7,i,i,i,i,i,i,i,i,i
COCC(C)n1c(SCC(=O)Nc2oc(C)c3c(C)n[nH]c(=O)c23)nc2ccccc2c1=O (centres undefined),i,-7,i,i,i,i,i,i,i,i,i
Cc1cccc(-c2nc(CNC(=O)c3ccco3)cs2)c1,i,-6,i,i,i,i,i,i,i,i,i
CCC(=O)c1ccc(OCC(=O)N2CCc3cc(OC)c(OC)cc3C2)cc1,/,/,i,i,i,i,/,/,i,/,/
COc1ccc(C(=O)N[C@H](C(=O)NCc2cccs2)C(C)C)cc1,i,-15,i,i,i,i,i,i,i,i,i
Cc1nn(C)cc1CNC(=O)COc1ccc(Cl)cc1Cl,i,-4,i,i,i,i,i,i,i,i,i
c1ccc(Cn2c(-c3ccccc3)nc3nc4ccccc4nc32)cc1,i,-9,i,i,i,i,i,i,i,i,i
